STAT1 act = STAT1 signaling activation | NIH 3T3 STAT1-luciferase reporter, IFN-gamma, luminescence; 100% = IFN-gamma alone, no compound | activation (% of control), % at 5.5 µM | 200,000 tested, 2.6% active;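 active means activation above the screen-wide mean activation plus 3 SD, cut at about 130% in these data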;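 further: raw ratio to IFN-gamma control signal so 100% means no change and 0% no light; values of inactives mirror those of a sister screen read the other way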
FLuc inhib CS = counter-screen for luciferase assay inhibitors: firefly luciferase inhibition. AID 1006. 200,000 tested, 1.5% active. ATPLite firefly luciferase biochemical luminescence, 10 min. inhibition, % at 10 µM. P08659;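 active means inhibition above about 50% when tested at 10 µM, limit read from the data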
Target sequence (P08659 whole entry, looked up): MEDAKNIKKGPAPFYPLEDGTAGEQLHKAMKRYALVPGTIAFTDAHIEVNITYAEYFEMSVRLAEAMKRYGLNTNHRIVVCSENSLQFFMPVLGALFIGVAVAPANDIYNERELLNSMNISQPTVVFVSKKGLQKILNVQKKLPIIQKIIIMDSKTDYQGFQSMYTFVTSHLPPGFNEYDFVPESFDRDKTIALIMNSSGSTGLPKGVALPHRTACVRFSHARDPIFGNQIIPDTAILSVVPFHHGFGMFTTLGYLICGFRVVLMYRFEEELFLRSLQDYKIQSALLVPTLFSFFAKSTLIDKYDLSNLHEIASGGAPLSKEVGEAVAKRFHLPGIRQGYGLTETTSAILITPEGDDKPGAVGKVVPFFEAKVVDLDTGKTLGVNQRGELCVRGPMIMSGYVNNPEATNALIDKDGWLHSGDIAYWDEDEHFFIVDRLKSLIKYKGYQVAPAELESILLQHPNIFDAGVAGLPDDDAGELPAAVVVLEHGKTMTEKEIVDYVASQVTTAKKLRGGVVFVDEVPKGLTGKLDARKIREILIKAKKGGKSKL
APP 5'UTR act = APP 5'UTR luciferase reporter activation | SH-SY5Y APP 5'UTR luciferase reporter, luminescence; zero percent = DMSO vehicle wells | activation, % at 2 µM | 190,000 tested, 1% active | AID 1276;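 active means activation above a set limit, based on mean plus 3 SD of controls, cut at about 140% in these data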; further: values of inactives mirror those of a sister screen read the other way
NF-kB neuron act = NF-kB expression increase, human neuronal cells; NF-kB reporter expression; active compounds read high; fold change at 12.5 µM; 190,000 tested, 1.6% active; in the data active means fold change above about 3.3
STAT3 activator = activators of IL-6 induced STAT3 signaling; activation (% of control), % at 5.6 µM; 190,000 tested, 0.91% active; U3A cells, IL-6 STAT3-luciferase reporter, luminescence; 100% = signal with IL-6 EC80 alone;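 active means activation above the screen-wide mean of compound activation plus 3 SD, cut at about 130% in these data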;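 further: 0% = background luminescence of wells with medium and substrate only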
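Material: human STAT1-deficient U3A cells with stable STAT3-luciferase reporter / Probe or stimulus: IL-6 stimulus at 33 ng/mL final / Schedule: 1 h compound pre-exposure, 6 h IL-6 stimulation, 37 °C / Technique: luminescence / Read-out basis: percent of IL-6-only median luminescence / Control set: IL-6-only high control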
STAT1 blocker = STAT1 signaling inhibition; inhibition, % at 5.5 µM; NIH 3T3 STAT1-luciferase reporter, IFN-gamma, luminescence; 200,000 tested, 0.35% active;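 active means inhibition above a set limit, the mean inhibition across all tested compounds plus 3 SD, cut at about 34% in these data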;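 further: 0% = IFN-gamma with DMSO and 100% = IFN-gamma with 300 µM nifuroxazide; values of inactives mirror those of a sister screen read the other way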
RAM inhibit = inhibitors of the yeast RAM network; 190,000 tested, 1.8% active; inhibition, % at 50 µM; S. cerevisiae dse1pr::URA3 reporter, 5-FOA growth OD615, 2 d; analog-sensitive cbk1-as2 kinase mutant strain; AID 868;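 active means inhibition above a set limit, 3 SD over mean compound inhibition, cut at about 8.4% in these data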;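 further: 0% = DMSO-only wells with no growth and 100% = 10 µM 1-NA-PP1 full growth; inhibition rescues growth on 5-FOA so higher OD means more RAM inhibition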
STAT3 inh = inhibitors of IL-6 induced STAT3 signaling | U3A cells, IL-6 STAT3-luciferase reporter, luminescence; host cell line lacks STAT1 | 190,000 tested, 0.89% active | AID 862 | inhibition, % at 5.5 µM;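 active means inhibition above the mean inhibition across all screened compounds plus 3 SD, cut at about 44% in these data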;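 further: 0% = DMSO only wells and 100% = 100 µM nifuroxazide control wells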
APP 5UTR inh = APP translation inhibition | SH-SY5Y APP 5'UTR-luciferase reporter, luminescence | inhibition, % at 2 µM | AID 1285 | 190,000 tested, 0.82% active;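 active means inhibition above a set limit, derived from the sample mean plus 3 SD, cut at about 45% in these data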; further: values of inactives mirror those of a sister screen read the other way
Hsp70 activator = transcriptional activators of Hsp70 | HeLa Hsp70 promoter luciferase reporter, luminescence; scaled: vehicle 0, proteasome-inhibitor control 100% | activation, % at 10 µM | 200,000 tested, 0.04% active;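 active means activation above the mean across all tested compounds plus 3 SD, cutoff set per campaign, cut at about 5.5% in these data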;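 further: 100% = MG132 at 30 µM as the positive control and 0% = DMSO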
* marks the source's active call; other numbers are inactive results; . = not tested or not shown.

Every second line gives: NF-kB neuron act, STAT1 act, STAT3 activator, STAT1 blocker, FLuc inhib CS, RAM inhibit, APP 5'UTR act, Hsp70 activator, APP 5UTR inh, STAT3 inh
1) CCCN=C1CC(C)(C)CC(=O)/C1=C(/O)CCC
    1.2, 90.5, 104.7, 8.7, -6.9, 2.5, 33.3, -0.4, -33.3, -0.8
2) COc1ccc(CNc2ccc(Br)cc2)cc1
    3.15, 128.1, 100.8, -32.2, -0.4, 2.1, 17.9, -0.1, -17.9, 1.3
3) O=C(CCSc1ccccc1)NCCSCc1ccco1
    1.28, 107.7, 103.6, -8.5, 3.9, 0.8, -3.1, -0.3, 3.1, -4.7
4) CCn1cc(/C=C/C(=O)NCc2c(C)nn(C)c2C)cn1
    1.29, 95.1, 92.0, 5.3, -6.9, 1.1, 3.4, -0.1, -3.4, 13.4
5) O=C(CN1CCN(S(=O)(=O)c2ccc(Br)cc2)CC1)N/N=C/c1ccc(Cl)c([N+](=O)[O-])c1
    0.95, 102.1, 98.9, -2.3, -1.5, 2.2, -10.0, -0.3, 10.0, -0.1
6) CC(Oc1ccc2ccccc2c1)C(=O)NNC(=S)NC(=O)c1ccco1 (stereo unspecified)
    0.74, 97.7, 94.6, 2.5, -4.2, -0.3, -3.4, -0.5, 3.4, 6.8
7) O=C(CCCN1C(=O)C2C3C=CC(C3)C2C1=O)N1CCN(c2ccccc2)CC1 (stereo unspecified)
    0.94, 99.9, 101.0, 0.1, -1.3, 1.3, 9.5, -0.3, -9.5, 2.5
8) Cc1ccc(-c2noc(C3CCCN(C(=O)c4ccccc4)C3)n2)o1 (stereo unspecified)
    2.26, 108.7, 112.2, -9.6, 11.4, 0.4, 23.8, -0.1, -23.8, -10.3
9) Cc1ccc(-c2cnc(NCc3cc4c(cc3[N+](=O)[O-])OCO4)n2C)cc1C
    1.04, 101.6, 97.2, -3.4, -1.7, 3.0, 0.6, -0.4, -0.6, 5.6
10) Cc1cc(-c2csc(NC(=O)c3cc4ccccc4o3)n2)c(C)n1C
    1.39, 103.7, 96.1, -4.0, 7.2, 5.3, 8.2, 0.0, -8.2, 10.2
11) CN(C(=O)COC(=O)C1CCN(S(=O)(=O)c2cccs2)CC1)C1CCS(=O)(=O)C1 (stereo unspecified)
    1.5, 99.0, 96.7, 1.1, -2.9, 1.7, -4.2, 0.1, 4.2, 8.7
12) Cc1csc(SCC(=O)c2c(N)n(C)c(=O)n(C)c2=O)n1
    1.49, 111.0, 87.2, -12.0, 1.1, -1.6, 8.1, -0.1, -8.1, 15.4
13) O=C(/C=C/c1ccco1)NC1=NCCS1
    2.01, 144.9*, 108.6, -51.1, 34.5, 3.7, 96.4, -0.2, -96.4, -7.4
14) N#CC1=C(N)Oc2cc(O)ccc2C1c1cccnc1 (stereo unspecified)
    1.12, 98.5, 92.4, 0.1, -3.8, 0.9, 11.5, -0.4, -11.5, 10.3
15) CCOCc1c(C(=O)NC2CCCCCC2)oc2ccccc12
    1, 95.7, 102.1, 2.2, -6.1, 1.7, -9.0, -0.3, 9.0, -1.0
16) COC(=O)c1cc(C(=O)OC)cc(N2C(=O)CC(NNC(=O)c3ccccc3Cl)C2=O)c1 (stereo unspecified)
    0.99, 102.1, 104.5, -2.3, -2.8, 3.7, 19.4, -0.1, -19.4, -0.4
17) CC(=O)C1=C(C)NC2=C(C(=O)c3ccccc32)C1c1ccccc1 (stereo unspecified)
    0.72, 101.7, 95.9, -2.9, -3.3, 3.9, -12.2, -0.1, 12.2, 11.4
18) Cn1cc(P(=S)(N2CCOCC2)N2CCOCC2)cc1P(=S)(N1CCOCC1)N1CCOCC1
    1.08, 104.5, 99.4, -4.7, -11.1, 1.3, 17.2, 0.0, -17.2, 0.5
19) COC(CN1C(=O)C(=O)/C(=C(/O)c2ccccc2)C1c1ccccn1)OC (stereo unspecified)
    1.27, 100.4, 106.8, -2.1, -4.8, 1.0, 19.6, -0.3, -19.6, -3.2
20) COc1ccccc1N1CCN(c2nc3c(C)cccn3c(=O)c2C=O)CC1
    0.88, 91.8, 84.7, 9.0, -1.8, -1.1, -9.8, 0.0, 9.8, 21.3
21) O=C(CN1C(=O)NC2NC(=O)NC21)N/N=C/c1ccccc1F (stereo unspecified)
    0.98, 98.8, 108.3, 0.8, 4.0, 1.0, 1.1, -0.3, -1.1, -3.5
22) CCNC(=S)Nc1cccc([N+](=O)[O-])c1
    0.74, 104.9, 94.9, -5.0, -3.6, 0.5, 13.2, -0.2, -13.2, 4.8
23) O=c1cc(CO)oc(C(Nc2cccc(C(F)(F)F)c2)c2ccccn2)c1O (stereo unspecified)
    1.06, 99.4, 94.8, 0.7, -11.1, 1.8, -0.6, -0.2, 0.6, 6.3
24) COc1ccccc1Oc1ccc(NC(=O)c2ccccc2C)cc1
    1.07, 113.7, 95.9, -17.0, -1.6, 0.5, 29.4, -0.2, -29.4, 8.5
25) CC1(C)CC2(CCO1)OC(=O)CC2C(=O)NCCc1ccccc1 (stereo unspecified)
    1.54, 100.6, 101.7, -0.7, -1.4, 1.4, -8.0, -0.3, 8.0, 0.6
26) COCCCNC(=S)NNC(=S)Nc1ccc(F)cc1F
    1.17, 114.5, 99.1, -16.9, -3.9, 0.2, 8.2, -0.1, -8.2, 1.0
27) CCCCNS(=O)(=O)c1ccc(OC)c(C)c1
    1.05, 103.0, 102.6, -2.8, -4.7, -1.0, 7.1, 0.0, -7.1, -0.1
28) CC[C@H](C)C(C(=O)N1CCN(C(=O)OC(C)(C)C)CC1)n1cc(C(CO)NC(=O)OC(C)(C)C)nn1 (stereo partly specified)
    1.01, 102.3, ., -0.9, -6.4, 0.0, 0.4, -0.1, -0.4, .
29) CN1CCC(=NNC(=O)CSc2ccc(Cl)cc2)CC1
    0.94, 100.0, 99.1, -0.6, -5.2, 0.6, 5.2, 0.1, -5.2, 3.3
30) Cc1cccc(-c2nc3cc([N+](=O)[O-])ccc3o2)c1
    3.49*, 115.6, 86.6, -19.1, 17.8, 0.7, 82.4, -0.3, -82.4, 18.8
31) C/C(=N\N=C(N)N)c1ccc(Cl)cc1Cl
    0.71, 93.2, 99.7, 6.3, -6.1, -0.5, -5.8, -0.2, 5.8, 1.7
32) COCC(=O)Nc1nc2n(n1)C(c1ccccc1Cl)CC(c1ccc(OC)cc1)N2 (stereo unspecified)
    0.94, 93.2, 97.0, 7.4, -2.2, -0.3, -4.9, 0.2, 4.9, 6.1
33) CC(=O)OC1CC(n2ccc(NC(=O)c3ccccc3)nc2=O)OC1CO (stereo unspecified)
    1.16, 96.0, 102.2, 4.3, -3.2, 0.1, 0.5, -0.4, -0.5, 1.8
34) COc1ccccc1N1CCN(C(c2ccc(Cl)cc2)c2nnnn2C(C)(C)C)CC1 (stereo unspecified)
    1.18, 97.3, 98.7, 2.9, -14.9, 1.1, 4.2, 0.0, -4.2, 10.3
35) CC(C)CCNC(=O)C1C2C=CC3(CN(Cc4ccccc4Cl)C(=O)C13)O2 (stereo unspecified)
    1.35, 108.8, 100.2, -9.8, -4.2, -0.5, 13.6, -0.4, -13.6, 5.0
36) Nc1nc(-c2cccc(Br)c2)cs1
    1.72, 114.8, 100.9, -16.3, 2.2, -0.6, ., 0.1, ., -0.9
37) FC(F)(F)c1cccc(-c2nnc3ccc(C(F)(F)F)cn23)c1
    0.97, 98.8, 91.8, 1.4, -3.9, 0.0, -14.7, 0.1, 14.7, 10.4
38) O=C(Cc1ccccc1)NNC(=O)c1cnccn1
    1.07, 100.2, 102.5, -0.2, -2.4, 0.9, -3.9, -0.4, 3.9, 0.3
39) CCC(=NCc1ccccc1)c1c(C(F)(F)F)[nH]n(-c2nc3ccccc3s2)c1=O
    0.66, 111.9, 74.7, -12.9, 8.5, 4.5, 8.0, 0.0, -8.0, 28.3
40) Cc1cnc(C(=O)Nc2ccc(-n3cnnn3)cc2)cn1
    1.37, 99.2, 97.1, 0.8, -4.0, 1.9, -3.1, -0.1, 3.1, 7.4
41) CC(O)C(=O)NCCOCCOCCNC(=O)C(C)O (stereo unspecified)
    1.03, 110.2, 101.0, -11.2, -2.5, -0.7, 5.6, -0.2, -5.6, 2.6
42) COc1ccccc1NC(=O)Cc1csc(NC(=S)Nc2ccccc2)n1
    0.98, 97.8, 109.9, 2.4, -4.2, 3.4, 3.9, -0.2, -3.9, -3.8
43) c1ccc(Cn2nnc3c(N4CCOCC4)ncnc32)cc1
    1.05, 108.3, 102.5, -9.2, 2.6, 0.9, -10.0, -0.1, 10.0, 2.2
44) COc1ccccc1NC(=O)Cc1nc(CCl)cs1
    1.24, 107.8, 104.9, -8.6, -3.0, 0.8, -0.1, -0.1, 0.1, -2.0
45) Cc1nnc(C)n1/N=C/c1cccnc1
    1, 99.0, 100.6, 1.7, -3.4, -0.1, -2.8, -0.4, 2.8, -0.8
46) CCOc1ccccc1NC(=S)NC(=O)CCCOc1ccc(Cl)cc1Cl
    1.28, 95.9, 100.5, 4.4, -8.1, 12.2*, 21.3, -0.2, -21.3, -0.3
47) OC(COCCOc1ccc(Br)cc1)CN1CCN(Cc2ccccc2)CC1 (stereo unspecified)
    0.88, 90.5, 98.0, 10.7, -6.0, 0.4, 0.2, -0.4, -0.2, 6.8
48) COc1ccccc1NC(=O)CCN1CCN(C)CC1
    1, 96.5, 99.9, 1.9, 3.5, 1.5, -9.4, -0.2, 9.4, 2.4
49) O=C(Nc1cccc(C2OCCCO2)c1)c1cccs1
    1.3, 104.8, 101.6, -5.2, 2.4, -0.9, -14.7, 0.2, 14.7, 2.0
50) CCN(Cc1ccccc1)CC(O)COc1ccccc1 (stereo unspecified)
    1.06, 102.7, 98.1, -2.9, -3.4, 2.3, 8.2, -0.2, -8.2, 8.1
51) O=C(c1ccncc1)N1CCN(C2CCCCC2)CC1
    ., 99.1, 95.6, 1.4, -5.4, 1.9, 3.8, -0.3, -3.8, 10.9
52) CCOc1cc(N2CCOCC2)c(OCC)cc1NC(=O)CSc1n[nH]c(N)n1
    1.2, 100.4, 94.3, -1.6, 0.7, 1.1, 30.3, -0.4, -30.3, 8.5

This is a random part of the collection, and some 7.7% of all compounds hit somewhere here.
